Assay outcomes: PubChem, several laboratories
AHR act: activates the human aryl hydrocarbon receptor | P35869 | AHR-responsive luciferase reporter cells, luminescence | activation, % at 5 µM | hit rate 2.5% among 320,000 | AID 2796; in the data active = activation above about 47%;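 also: 0% = vehicle wells and 100% = reference agonist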
MCL1 BIM primary: inhibitors of human MCL1 binding to BIM-BH3 peptide; Q07820; GST-MCL1 / FITC-Bim-BH3 fluorescence polarization; inhibition, % at 10.9 µM; hit rate 0.68% among 320,000; AID 2057;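 active = inhibition above the mean inhibition of all tested compounds plus 3 SD, set per campaign, cut at about 40% in these data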;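 also: 0% = DMSO wells and 100% = unlabeled Bim-BH3 peptide control; higher means more loss of mP so more displacement of Bim peptide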
PME-1 inh: blocks human protein phosphatase methylesterase 1. recombinant PME-1, FP-Rh probe fluorescence polarization. inhibition, % at 5.9 µM. hit rate 0.53% among 320,000;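 active = inhibition above the campaign mean of all compounds plus 3 SD, cut at about 26% in these data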;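 also: competitive labeling of PME-1 active site by serine hydrolase directed probe; 0% = PME-1 with DMSO and 100% = wells lacking PME-1 enzyme; inhibitors block probe labeling so polarization falls and inhibition rises; many of its hits are not listed in these tables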
Fam108B counter: blocks mouse Fam108B hydrolase in RBBP9 counter-screen. hit rate 0.33% among 300,000. inhibition, % at 9.51 µM. recombinant Fam108B, FP-Rh probe fluorescence polarization;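 active = inhibition above the screen mean inhibition plus 3 SD, computed separately per campaign, cut at about 18% in these data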;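 also: inhibitors lower polarization as less probe binds the enzyme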
pPAFAH inh: pPAFAH (human) enzyme inhibition; recombinant pPAFAH, FP-rhodamine probe fluorescence polarization; Q13093; inhibition, % at 3.39 µM; hit rate 1.5% among 330,000;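 active = inhibition above the mean inhibition across the screen plus 3 SD, cut at about 25% in these data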;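 also: inhibitors block binding of the rhodamine activity-based probe so polarization drops; 0% = enzyme with DMSO and 100% = wells lacking pPAFAH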
Target sequence (Q13093 whole entry, looked up): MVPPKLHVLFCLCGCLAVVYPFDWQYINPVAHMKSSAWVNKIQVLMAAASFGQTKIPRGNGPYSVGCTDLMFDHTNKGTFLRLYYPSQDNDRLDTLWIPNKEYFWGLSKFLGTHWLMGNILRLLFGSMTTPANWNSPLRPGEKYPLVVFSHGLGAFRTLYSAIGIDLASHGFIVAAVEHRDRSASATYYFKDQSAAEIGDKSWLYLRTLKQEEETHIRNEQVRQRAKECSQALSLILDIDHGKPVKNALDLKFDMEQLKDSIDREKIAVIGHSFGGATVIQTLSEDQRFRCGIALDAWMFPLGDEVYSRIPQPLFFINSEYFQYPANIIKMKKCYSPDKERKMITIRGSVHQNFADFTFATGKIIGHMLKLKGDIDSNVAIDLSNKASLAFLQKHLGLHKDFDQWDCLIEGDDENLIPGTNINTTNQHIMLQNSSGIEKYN
BCLXL inh: Bcl-xL (human) inhibition; Q07817; GST-Bcl-xL / FITC-Bim BH3 peptide fluorescence polarization; inhibition, % at 10.9 µM; hit rate 0.7% among 320,000; AID 2129;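 active = inhibition above the mean of all tested compounds plus 3 SD, cutoff set per campaign, cut at about 30% in these data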;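 also: 0% = DMSO wells and 100% = unlabeled Bim-BH3 peptide competitor; inhibitors lower millipolarization by displacing the labeled peptide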
MEX-5 binding: C. elegans MEX-5 TCR-2 RNA binding activity. Q9XUB2. hit rate 0.38% among 300,000. activity score (negative = inhibition of binding), % at 10 µM. MEX-5/FITC-TCR2 RNA binding, fluorescence polarization; active compounds read low;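 active = inhibition past about -25% in most replicates, and total fluorescence under double the plate's negative control median, limit read from the data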;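 also: 0% = DMSO and -100% = 5 µM competing unlabeled TCR2 RNA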
Target sequence (Q9XUB2 whole entry, looked up): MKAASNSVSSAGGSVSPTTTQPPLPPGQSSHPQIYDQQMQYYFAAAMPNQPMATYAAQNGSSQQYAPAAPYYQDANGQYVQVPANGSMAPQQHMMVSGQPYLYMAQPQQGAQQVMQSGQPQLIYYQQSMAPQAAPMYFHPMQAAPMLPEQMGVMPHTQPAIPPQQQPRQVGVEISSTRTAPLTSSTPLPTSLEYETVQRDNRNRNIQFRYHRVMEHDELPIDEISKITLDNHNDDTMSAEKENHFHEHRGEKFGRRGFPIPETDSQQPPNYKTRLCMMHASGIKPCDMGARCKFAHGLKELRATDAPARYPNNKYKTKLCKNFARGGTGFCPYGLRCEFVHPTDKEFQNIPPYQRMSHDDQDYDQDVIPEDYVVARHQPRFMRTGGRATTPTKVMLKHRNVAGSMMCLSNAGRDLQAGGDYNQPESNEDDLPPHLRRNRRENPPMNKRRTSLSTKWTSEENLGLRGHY
PAFAH1B2 FP inh: PAFAH1B2 (human) inhibition; inhibition, % at 3.39 µM; recombinant PAFAH1B2, FP-rhodamine activity probe, fluorescence polarization; hit rate 1.2% among 340,000;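 active = inhibition above the mean of all tested compounds plus 3 SD, cut at about 24% in these data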;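 also: 0% = enzyme with DMSO and 100% = wells lacking PAFAH1B2; many of its hits are not listed in these tables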
GLD-1 RNA inh: GLD-1-TGE RNA interaction inhibition (C. elegans) | Q17339 | purified GLD-1 + fluorescein TGE RNA, fluorescence polarization | inhibition, % at 5.96 µM | hit rate 0.44% among 320,000;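 active = percent inhibition above a per-plate cutoff, the plate mean of test compounds plus 3 SD, cut at about 30% in these data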;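 also: 0% = DMSO wells with GLD-1 and probe and 100% = wells lacking GLD-1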
* = called active by the depositor; . = no result given. An excerpt; count on the stated rates, not on these rows.

SMILES	AHR act	MCL1 BIM primary	PME-1 inh	Fam108B counter	pPAFAH inh	BCLXL inh	MEX-5 binding	PAFAH1B2 FP inh	GLD-1 RNA inh
CCc1cc(Br)ccc1NC(=O)C1CCCO1 (stereo not given)	-3	2	3	2	7	3	-1.1	5	-2
COc1ccc(S(=O)(=O)Nc2ccccc2C)cc1	2	4	-14	-1	20	5	1.6	1	5
Cc1nn(-c2ccccc2)c(N2CCCC2)c1/C=N/NC(=S)Nc1ccc(F)cc1	7	-2	14	-1	11	-1	-2.6	2	1
Cc1ccc(C(=O)CC(C(=O)O)n2ccc(C)n2)cc1 (stereo not given)	0	-2	-4	-3	0	0	0.6	5	5
COc1ccc(C)cc1NS(=O)(=O)c1ccc2c(c1)CCN2C(C)=O	1	4	3	2	8	1	0.3	-2	-1
Cc1ccc(Cl)cc1NC(=O)C1CCCN(c2cnccn2)C1 (stereo not given)	80*	2	2	3	2	0	0.9	3	-1
O=C(O)c1ccc(NC(=O)c2cccc(C(=O)Nc3ccc(C(=O)O)cc3)c2)cc1	12	1	4	3	4	0	0.8	3	0
CN1CCN(S(=O)(=O)c2cccc(C(=O)Nc3sc4c(c3-c3nc5ccccc5[nH]3)CCCC4)c2)CC1	32	-14	10	14	7	-4	-0.6	8	-2
COc1cc(NC(=S)N2CCC(C(N)=O)CC2)c(OC)cc1Cl	3	11	6	2	1	2	-1.4	2	-7
Cc1[nH]nc2c1C(c1ccc(O)cc1)C1=C(CC(C)(C)CC1=O)N2 (stereo not given)	-1	-4	-4	-1	1	2	1.3	2	1
CCCNC(=O)c1cc(-c2ccc3c(c2)OCO3)on1	7	6	-1	1	1	1	0.4	6	-2
CCC[n+]1c2ccccc2cc2ccccc21	21	20	6	13	4	37*	-19	10	29
CSCCC(N=C(NS(=O)(=O)c1ccccc1)c1ccccc1)C(=O)O (stereo not given)	-1	5	-5	5	1	5	0.1	5	3
Cc1ccc(C)c(NC(=O)CCN2CCN(c3ccccc3F)CC2)c1	2	6	-7	-2	5	3	-1.4	1	1
CCOc1ccc(NC(=O)CN2CCc3cc4c(cc3C2)OCCCO4)cc1OCC	1	6	-6	-2	5	1	-0.8	3	-1
Cc1cc(OCC(=O)O)c2cccc(C)c2n1	5	-6	4	4	-3	3	1.3	-1	-12
COc1nnc(-c2ccccc2)s1	10	2	3	5	1	7	-2.1	2	4
COc1ccc(Cl)cc1-c1nc(SCC(N)=O)n[nH]1	11	3	-2	-1	-2	8	2.9	2	4
C=C1CCN([C@@H](Cc2ccccc2)C(=O)NCCC(C)C)S(=O)(=O)c2ccccc21	3	0	0	0	4	4	1.0	4	1
O=C(N/C(=C\c1ccc([N+](=O)[O-])cc1)C(=O)N1CCCCC1)c1ccccc1Br	14	11	-11	0	6	3	-0.3	-1	-1
COc1ccc(C2(C(=O)N3CCCC3)CCOCC2)cc1OC	0	10	-3	3	4	7	-1.7	4	2
COc1ccc2cc(C(=O)OC(C)C)sc(=O)c2c1OC	-3	8	1	-1	3	4	0.1	5	-2
CC1CCN(C(C)C(=O)Nc2ccccc2-c2ccccc2)CC1 (stereo not given)	0	-3	3	-2	-3	4	-1.8	1	7
Cc1ccc(N=Nc2c(=O)[nH]n3c(C)cc(C)nc23)cc1	17	5	1	3	-3	3	1.2	4	-6
O=C(NC(Cc1ccccc1)c1nc2ccccc2[nH]1)c1cccc([N+](=O)[O-])c1 (stereo not given)	16	-18	7	0	2	-10	1.5	2	10
COc1cccc(/C=N/NC(=O)C(=O)Nc2ccccc2OC(F)(F)C(F)F)c1O	7	5	-8	8	12	3	0.1	5	-1
CCCCN(C)C1CCN(C(=S)Nc2cccc(OC)c2)CC1	0	5	1	3	3	10	3.1	1	-10
O=C(c1c(Cl)cccc1Cl)N1CCN(c2cccc3[nH]ccc23)CC1	15	-1	0	1	6	2	3.6	7	-8
CCOC(=O)CC(C(=O)OCC)P(=O)(c1ccccc1)c1ccccc1 (stereo not given)	3	4	-6	-3	0	5	-0.5	3	-3
Cc1ccsc1C(=O)OCC(=O)Nc1c(C)n(C)n(-c2ccccc2)c1=O	-2	0	-1	-7	4	7	1.3	2	-2
CN(CC(=O)Nc1ccc([N+](=O)[O-])cc1Br)Cc1c(F)cccc1Cl	4	5	0	11	-2	6	-2.6	1	-1
NC(=O)c1ccccc1NC(=O)CN1CCOCC1	0	2	-3	0	-3	8	0.4	2	8
CCOC(=O)Cc1csc(NC(=S)NC(=O)c2cc(OC)cc(OC)c2)n1	1	3	-4	0	5	2	-0.5	6	3
CSc1nsc(N/N=C/c2ccc3c(c2)OCO3)c1C#N	117*	4	4	-3	12	4	-4.7	-3	-7
N=C(N)SCc1cn2ccccc2n1	2	-2	-6	1	-1	3	11	-1	5
COc1cc(OC)cc(C(=O)N2CCN(S(=O)(=O)c3ccc(Cl)s3)CC2)c1	0	1	4	.	1	-4	.	1	2
O=C(CN1CCN(S(=O)(=O)c2cccc(Br)c2)CC1)N1CCCCC1	-1	8	0	.	0	0	.	2	6
O=C(CN1C(=O)/C(=C\c2cccc(Cl)c2)Sc2ccccc21)NCCCN1CCOCC1	12	-4	6	-6	-4	0	0.2	2	2
COc1ccccc1NC(=O)CS(=O)(=O)c1cccc2nsnc12	6	2	1	4	4	3	2.9	2	5
Cc1ccc(/C=C/c2nc3ccccc3c(=O)[nH]2)cc1	9	2	-1	-1	0	3	-0.4	6	0

Rewritten with two lines to a compound: part of the list above.
Below each compound – AHR act	MCL1 BIM primary	PME-1 inh	Fam108B counter	pPAFAH inh	BCLXL inh	MEX-5 binding	PAFAH1B2 FP inh	GLD-1 RNA inh
- Cc1ccc(N=Nc2c(=O)[nH]n3c(C)cc(C)nc23)cc1
  17	5	1	3	-3	3	1.2	4	-6
- O=C(NC(Cc1ccccc1)c1nc2ccccc2[nH]1)c1cccc([N+](=O)[O-])c1 (stereo not given)
  16	-18	7	0	2	-10	1.5	2	10
- COc1cccc(/C=N/NC(=O)C(=O)Nc2ccccc2OC(F)(F)C(F)F)c1O
  7	5	-8	8	12	3	0.1	5	-1
- CCCCN(C)C1CCN(C(=S)Nc2cccc(OC)c2)CC1
  0	5	1	3	3	10	3.1	1	-10
- O=C(c1c(Cl)cccc1Cl)N1CCN(c2cccc3[nH]ccc23)CC1
  15	-1	0	1	6	2	3.6	7	-8

New compounds follow.
SMILES	AHR act	MCL1 BIM primary	PME-1 inh	Fam108B counter	pPAFAH inh	BCLXL inh	MEX-5 binding	PAFAH1B2 FP inh	GLD-1 RNA inh
Cc1cc(C)n2nc(C(=O)NCc3cccc(C(F)(F)F)c3)nc2n1	0	0	3	9	-1	-4	0.4	1	10
Cc1noc(COc2ccccc2OCC(N)=O)n1	-2	-1	-4	-2	0	4	-0.9	.	2
COC(=O)c1sccc1NC(=O)CNC(=O)c1ccccc1	2	1	3	-9	4	-1	1.6	1	0
O=C(/C=C/c1ccc(Cl)cc1)Nc1ccccc1N1CCOCC1	7	11	5	0	4	8	1.2	3	0
Cc1ccc(C=Nc2ccccc2C(=O)Nc2ccccc2)cc1	10	4	-5	-3	-7	-1	1.7	0	1
COc1ccc(/C=C(\C#N)C(=O)OCC(=O)NC(C)c2ccccc2)cc1 (stereo not given)	5	-9	1	3	3	9	2.3	4	4
CCN(C(=O)/C=C/c1cc(OC)c(OC)c(OC)c1)C1CCCCC1	27	0	0	-1	7	2	0.2	1	-3
Cc1cccc(C)c1OCc1cc(C(=O)N(C)Cc2nc3ccccc3[nH]2)no1	10	-3	-5	-2	-2	1	-2.9	4	5
Cn1c(C(=O)NCc2ccccn2)cc2c(=O)n3ccccc3nc21	-2	7	-3	0	2	7	2.2	2	6
C=CCn1c(-c2csc(-c3ccccc3)n2)n[nH]c1=S	7	-4	-2	5	6	-17	-0.3	-2	-2
Cc1cc(NC(=O)Cn2nnc(-c3ccccc3N)n2)no1	5	4	-3	1	2	-3	-1.4	4	6
N#C/C(=C(/O)c1ccco1)c1nc2ccccc2[nH]1	24	0	-1	1	3	-1	-0.5	3	-7
COc1ccc2c(c1)[nH]c1c(=O)n(CCN3CCOCC3)cnc12	8	-2	5	-3	5	1	-1.6	-4	4
COc1ccccc1C(=O)Nn1cnnc1	10	3	1	-2	1	-2	0.1	2	0
O=C(CSc1ccc2ccccc2n1)c1ccccc1	68*	-1	3	1	-2	-2	0.8	-8	1
CSC1=C(C#N)C(c2ccccc2)C(C(C)=O)=C(C)N1 (stereo not given)	3	-8	0	-1	5	0	-0.9	2	0
Nc1c(S(=O)(=O)c2ccccc2)c2nc3ccccc3nc2n1/N=C/c1cccc(O)c1	-15	4	-77	-48	-29	16	3.9	-53	3
Nc1nc(CN2CCN(c3ccccn3)CC2)nc(Nc2ccc(Cl)cc2)n1	6	3	9	-1	6	2	-2.2	2	-3
Cc1ccc(NC(=O)CNNC(=O)c2cccc([N+](=O)[O-])c2)cc1[N+](=O)[O-]	-1	.	.	.	1	.	.	-3	-3
Cc1ccc(-c2nnc(N3CCN(C(=O)CSc4ncn[nH]4)CC3)c3ccccc23)cc1	-1	12	-1	1	11	6	.	2	1
O=C(CSCc1c(Cl)cccc1Cl)NCc1ccccn1	0	9	1	-1	0	8	-0.3	0	-3
Cn1c(N)c(C(=O)CN2CCc3ccccc3C2)c(=O)n(C)c1=O	2	-4	3	1	1	4	-0.1	4	2
CCN1CCCC1CNCc1ccc(OCc2ccc(Cl)nc2)c(OC)c1 (stereo not given)	1	4	-4	4	3	9	-0.5	8	6
CC(C)N1CCN(Cc2cc3ccccc3[nH]2)CC1CCO (stereo not given)	24	-3	-2	2	1	0	0.6	6	3
Cc1ccc(S(=O)(=O)CNC(=S)c2cccc(C)c2)cc1	0	12	4	0	-5	8	1.8	7	1
CCN(CC)CCCC(C)NC(=O)c1ccc(C(F)(F)F)cc1 (stereo not given)	1	0	4	3	0	9	-2.2	4	-3
CCc1nnc(NC(=O)CCn2cnc3ccccc3c2=O)s1	2	4	-2	0	1	2	-0.9	.	7
Cc1cc(/C=N\NC(=O)COc2cccc3cccnc23)c(C)n1-c1ccccc1	25	3	-32	6	9	3	-0.6	2	-13
CC(NC(=O)c1ccccc1)c1nnc(SCc2nc3ccccc3c(=O)[nH]2)n1C (stereo not given)	1	5	2	4	0	1	2.0	3	7
CCCN(C(=O)CSc1ncnc2sccc12)c1c(N)n(Cc2ccccc2)c(=O)[nH]c1=O	8	-3	-2	.	5	-7	.	10	4
Cc1c(NC(=O)CSc2nc(N)cc(N)n2)c(=O)n(-c2ccccc2)n1C	-2	6	8	.	5	3	.	1	7
CCn1c(NC(C)=O)nc2ccccc21	0	8	5	-3	5	5	1.0	-1	6
Clc1ccc(Oc2nc3ccccc3n3cccc23)cc1	24	13	-2	-4	-4	8	-0.7	-1	11
COCCN1C(=O)c2cc(C(=O)Nc3ccc(OC)c(OC)c3)ccc2C1Nc1ccc(OC)c(OC)c1 (stereo not given)	-1	0	-2	1	6	2	-0.4	4	-30
COc1ccc(-c2ccc(/C=C(\NC(=O)c3ccccc3)C(=O)N3CCOCC3)o2)cc1	77*	-3	-1	-2	-1	6	-4.6	4	22
COc1ccc(-c2cc(C(=O)OCC(=O)NC3CC3)c3ccccc3n2)cc1OC	9	.	.	.	-2	.	.	5	2
CC(=C/c1ccco1)/C=N/N1CCN(c2ccccc2)CC1	36	-3	0	0	6	6	2.3	4	2
O=C(NC1CCCCC1)c1ccc(-n2cncn2)c([N+](=O)[O-])c1	4	.	.	.	3	.	.	9	10
CN(Cc1cccs1)C(=O)CNC(=O)c1ccco1	3	0	-2	-5	5	3	1.1	4	0
